EBI2 antag – EBI2 receptor antagonists, beta-arrestin recruitment, primary screen, cell-based, luminescence, 7a,25-OHC stimulation, uHTS; G-protein coupled receptor 183 (Homo sapiens), P32249; 7a,25-OHC stimulated; inhibition, % at 5 µM; 0.81% of 360,000 active; AID 651636, 2012; in the data active means inhibition above about 38%;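 further: enzyme fragment complementation signal reports receptor beta-arrestin coupling in cells; 0% = agonist plus DMSO wells and 100% = wells without agonist; some results beyond the cut were filed as inactive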
697 NFkB inh – inhibitors of PMA/ionomycin-induced NF-kB reporter, 697 cells, primary screen, B-cell NF-kB inhibitor project, cell-based, luminescence, uHTS; 697 B-cell NF-kB luciferase reporter, 16 h; AID 435022, 2010; 0.33% of 330,000 active; inhibition, % at 4 µM; in the data active means inhibition above about 35%
CXCR6 block – CXCR6 receptor inhibitors, primary screen, cell-based, beta-arrestin, luminescence, CHO-K1 PathHunter, 1536-well. AID 602244, 2012. inhibition, % at 20 µM. C-X-C chemokine receptor type 6 (Homo sapiens), O00574. 0.36% of 360,000 active; in the data active means inhibition above about 34%, passing the limit was not always enough;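 further: antagonist mode with CXCL16 agonist at 10 nM final; 0% = 10 nM CXCL16 with DMSO and 100% = unstimulated wells without agonist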
Gli-Sufu block – Gli-Sufu pathway antagonists, primary screen, luciferase luminescence, Sufu-KO-LIGHT cells, uHTS | Sufu-KO-LIGHT fibroblasts, Gli luciferase reporter luminescence | inhibition, % at 5 µM | 0.74% of 340,000 active | AID 588413, 2011;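 active means inhibition above about 55%, limit read from the data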;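 further: 0% = DMSO-treated cells and 100% = wells with medium but no cells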
Jurkat NFkB inh – inhibitors of induced NF-kB luciferase reporter, primary screen, TCR NF-kB activation inhibitor project, cell-based, luminescence, uHTS. Jurkat, PMA/ionomycin-induced NF-kB luciferase reporter. inhibition, % at 4 µM. 0.53% of 330,000 active; in the data active means inhibition above about 50%
APJ antagonist – antagonists of human apelin receptor APJ, primary screen, CHO-K1 cells, beta-arrestin complementation, luminescence. P35414. inhibition, % at 20 µM. 0.32% of 330,000 active;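 active means inhibition above about 40% at 20 µM, limit read from the data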;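 further: cells challenged with 10 nM apelin-13 agonist together with compound; plate controls were apelin-13 plus DMSO wells for no effect and DMSO wells lacking apelin-13 for full effect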
Target sequence (P35414 whole entry, looked up): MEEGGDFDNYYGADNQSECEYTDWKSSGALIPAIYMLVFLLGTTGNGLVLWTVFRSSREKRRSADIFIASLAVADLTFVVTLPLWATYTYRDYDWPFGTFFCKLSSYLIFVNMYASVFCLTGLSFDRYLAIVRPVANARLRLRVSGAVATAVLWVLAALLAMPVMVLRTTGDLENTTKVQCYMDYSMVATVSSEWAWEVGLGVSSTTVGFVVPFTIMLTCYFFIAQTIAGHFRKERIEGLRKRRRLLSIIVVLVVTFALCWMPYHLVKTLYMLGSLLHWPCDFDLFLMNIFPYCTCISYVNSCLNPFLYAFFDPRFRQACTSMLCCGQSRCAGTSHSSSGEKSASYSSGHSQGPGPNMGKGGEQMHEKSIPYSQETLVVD
CCR6 antag – CCR6 receptor antagonists, primary screen, cell-based, CHO-K1, luminescence, beta-arrestin, uHTS | inhibition, % at 20 µM | CHO-K1 CCR6 PathHunter beta-arrestin, CCL20-stimulated | C-C chemokine receptor type 6 (Homo sapiens), P51684 | 0.49% of 340,000 active;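 active means compounds whose inhibition of the agonist-driven luminescence signal at 20 µM reaches about 50%, limit read from the data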;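 further: cells stimulated with CCL20 at 14 nM final; plate controls were DMSO with CCL20 for no effect and DMSO without agonist for full effect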
Target sequence (P51684 whole entry, looked up): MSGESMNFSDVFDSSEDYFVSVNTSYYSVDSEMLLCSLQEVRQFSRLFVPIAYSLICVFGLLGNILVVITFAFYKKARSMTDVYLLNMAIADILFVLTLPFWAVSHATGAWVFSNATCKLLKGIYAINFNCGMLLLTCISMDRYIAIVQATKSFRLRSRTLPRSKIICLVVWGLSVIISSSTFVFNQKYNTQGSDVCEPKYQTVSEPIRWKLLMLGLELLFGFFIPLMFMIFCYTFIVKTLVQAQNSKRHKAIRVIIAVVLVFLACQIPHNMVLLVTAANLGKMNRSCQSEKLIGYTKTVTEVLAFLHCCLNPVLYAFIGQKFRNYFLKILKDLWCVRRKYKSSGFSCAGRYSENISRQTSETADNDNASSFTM
UBC13 inh – UBC13 polyubiquitin chain formation inhibitors, primary screen, biochemical, TR-FRET, uHTS | Ubiquitin-conjugating enzyme E2 N (Homo sapiens), P61088 | inhibition, % at 20 µM | 0.47% of 330,000 active | AID 485273, 2010; in the data active means inhibition above about 45%, passing the limit was not always enough
Target sequence (P61088 whole entry, looked up): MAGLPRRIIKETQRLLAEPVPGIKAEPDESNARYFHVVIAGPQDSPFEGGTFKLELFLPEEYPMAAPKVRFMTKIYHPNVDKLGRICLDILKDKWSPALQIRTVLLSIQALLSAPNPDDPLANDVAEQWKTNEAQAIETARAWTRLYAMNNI
Active calls of the source: *; x = not tested or not shown. Rows are unselected (roughly 3% active in at least one column).

SMILES	EBI2 antag	697 NFkB inh	CXCR6 block	Gli-Sufu block	Jurkat NFkB inh	APJ antagonist	CCR6 antag	UBC13 inh
CC(=O)Nc1ccc(NC(=O)c2ccc(Cn3cc(Cl)cn3)cc2)cc1	9	0	-4	-1	6	-6	15	-3
COc1cc(-c2noc(C)c2C(=O)NCCc2ccccc2)cc(OC)c1OC	4	9	10	-8	-5	13	15	20
O=S(=O)(NCCc1csc(-c2ccccc2)n1)c1cccnc1	8	7	0	4	4	22	1	-9
CCOC(=O)c1nnn(-c2nn3nnnc3c3ccccc23)c1C	-82	8	3	6	4	-10	-5	12
COc1cc(NC(=O)c2ccc([N+](=O)[O-])cc2)c(OC)cc1NC(=O)CC(C)C	3	-2	1	12	-5	-27	2	-14
C=CCOc1ccc(CNC(C)(C)CO)cc1OC	10	7	2	-32	4	5	12	-1
Clc1ccc(-c2nnc(COc3ncnc4ccccc34)o2)cc1	-8	-9	1	-2	1	-1	11	7
CC1S/C(=N/N=C/c2cccc([N+](=O)[O-])c2)NC1=O (stereo unspecified)	4	7	-13	0	-4	-6	8	2
Cc1cc(=O)oc2cc3c(cc12)OCO3	-17	6	-2	-3	7	10	2	12
O=C(Nc1ccc(CN2CCOCC2)cc1)c1ccc(Cl)cc1Cl	-8	-7	-9	x	-8	-5	9	6
COc1ccc(CCNC(=O)C2CCN(S(=O)(=O)c3cccc4cccnc34)CC2)cc1OC	-2	5	-7	52	-3	-12	15	-7
O=C(N/N=C/c1ccncc1)c1nc2ccccc2c(=O)[nH]1	-5	-8	-8	-4	-6	5	2	-12
CCOC(=O)C1Cn2c(nc3c(c2=O)C(C)(CC)Cc2ccccc2-3)S1 (stereo unspecified)	16	-23	7	6	-22	9	4	4
Nc1ccc(C(=O)OCC(=O)NC2CCS(=O)(=O)C2)cc1[N+](=O)[O-] (stereo unspecified)	-4	4	-8	2	3	-10	11	-16
COc1ccc(S(=O)(=O)N(CC(=O)NCc2ccncc2)Cc2ccccc2)cc1	2	-1	-19	23	6	-12	4	0
Cc1nc(CS(=O)(=O)c2ccccc2)cc(Sc2ccc(Cl)cc2)n1	46*	-6	-1	2	-24	-4	26	2
COc1ccc(C2CC(C)=C(C#N)S(=O)(=O)C2C#N)cc1 (stereo unspecified)	1	-10	-6	-11	-12	16	17	-9
Cc1noc(C)c1COc1ccc(CC(=O)NC2CCCCCC2)cc1	-3	3	-5	3	7	11	14	11
Cc1ccc(OCC(=O)NNC(=O)C2CC(=O)N(c3ccc4c(c3)OCCO4)C2)cc1 (stereo unspecified)	2	3	1	-7	1	4	7	-1
CC(=O)c1ccc(NC(=O)C2CCN(S(=O)(=O)c3cccnc3)CC2)cc1	-4	8	-3	5	22	6	13	-2

Entries listed so far that have two or more sulfur atoms:
SMILES	EBI2 antag	697 NFkB inh	CXCR6 block	Gli-Sufu block	Jurkat NFkB inh	APJ antagonist	CCR6 antag	UBC13 inh
O=S(=O)(NCCc1csc(-c2ccccc2)n1)c1cccnc1	8	7	0	4	4	22	1	-9
Cc1nc(CS(=O)(=O)c2ccccc2)cc(Sc2ccc(Cl)cc2)n1	46*	-6	-1	2	-24	-4	26	2

The list continues.
SMILES	EBI2 antag	697 NFkB inh	CXCR6 block	Gli-Sufu block	Jurkat NFkB inh	APJ antagonist	CCR6 antag	UBC13 inh
COc1ccc(C)cc1NC(=S)N1CCOCC1	2	-23	-3	2	-4	-6	-4	2
COc1ccc(C(=O)NC(=S)N2CCCCC2)cc1[N+](=O)[O-]	-3	-17	0	-6	-23	2	-1	-11
O=S(=O)(CCN1CCOCC1)c1ccc(Oc2ccc(S(=O)(=O)CCN3CCOCC3)cc2)cc1	-11	-38	-10	19	16	6	0	-9
CCc1ccc2nc(SCC(=O)Nc3ccccc3N3CCOCC3)c(C#N)cc2c1	16	6	9	8	67*	11	19	-2
Cc1ccc(S(=O)(=O)N2CCC(C(=O)NCCc3ccccn3)CC2)cc1	-8	6	-2	7	5	-12	0	-8
CN(c1ccc(C(=O)Nc2ccc3c(c2)OCO3)cc1)S(C)(=O)=O	18	-44	4	-44	-71	-13	-4	6
CN1CC(c2ccccc2Cl)C2(COc3ccccc3C2=O)C12C(=O)Nc1ccccc12 (stereo unspecified)	18	-13	7	0	6	6	17	-8
N#CC1=C(SCc2ccc(C#N)cc2)N=C(N)C(c2nc(-c3ccccc3)cs2)C12CCCCC2 (stereo unspecified)	15	1	-2	18	12	12	15	-8
Cc1ccc2oc(C(=O)NCCC3CCCCO3)c(C)c2c1 (stereo unspecified)	-7	-108	0	-35	-97	10	21	1
Cc1ccc(NC(=O)Cn2c(O)c(N=NS(=O)(=O)c3ccc(C)cc3)c3ccccc32)cc1	2	-14	-16	3	2	-3	12	1
CC(=O)Nc1ccc(S(=O)(=O)N2CCC(C(=O)c3ccc(F)cc3)CC2)cc1	16	-11	-17	4	4	1	12	1
Cc1cccc(N2CCN(CC(=O)Nc3nccs3)CC2)c1C	-20	-28	-1	9	0	0	17	8
COc1ccccc1NC(C)C(=O)N/N=C/c1ccccc1OCc1cccc(Br)c1 (stereo unspecified)	38	1	12	4	-19	2	20	-1
CCCCNS(=O)(=O)c1ccc(NC(=O)C2c3ccccc3Oc3ccccc32)cc1	9	5	2	-5	-6	-11	-11	-3
N#Cc1cc(-c2ccc(Cl)cc2)cnc1Sc1ccc(F)cc1	40	26	7	-4	1	0	23	31
Cc1ccc(C)c(S(=O)(=O)N2CCN(c3ncccn3)CC2)c1	-9	17	1	-3	17	-5	10	-1
COc1ccccc1N(C)S(=O)(=O)c1ccc(Cl)c(C(=O)N2CCC(C(N)=O)CC2)c1	-7	2	4	5	-21	-20	2	2
O=c1o[nH]c(-c2ccccc2)c1N=Nc1c(F)cccc1Cl	7	5	0	13	-18	30	27	-13
O=C(NCc1ccc2c(c1)OCO2)C1CCN(S(=O)(=O)c2cccc3nsnc23)CC1	1	-13	0	-4	-11	-7	4	-4
CC(OC(=O)Cc1c[nH]c2ccccc12)C(=O)Nc1ccccc1[N+](=O)[O-] (stereo unspecified)	-9	9	-4	-25	4	-11	13	2
CCN(CC(=O)Nc1ccc2c(c1)OCCO2)C(=O)CCOc1ccccc1	7	3	0	-10	-5	5	-2	9
Cc1cc(CNC(=O)COC(=O)C2CC3CCCC(C2)C3=O)cc(C)c1O (stereo unspecified)	9	10	9	-6	5	-6	10	4
CCN(Cc1ccccc1)C(=O)COC(=O)c1cc(=O)[nH]c2ccccc12	4	22	10	0	7	19	6	11
Cc1cccc(N2CCN(C(=O)C3CCCN(S(=O)(=O)c4cnc[nH]4)C3)CC2C)c1 (stereo unspecified)	-15	14	6	-2	9	9	-2	10
CCSc1nc(O)cc(=O)n1CC	-12	-4	-2	10	-17	-25	-15	-12
Cc1ccc(NC(=O)c2cc(S(=O)(=O)N3CCOCC3)cn2C)cc1Cl	10	7	1	9	4	-4	10	8
CC(=O)NCN1CCN(CNC(C)=O)CC1	6	33	-8	27	2	7	16	0
COc1ccc(CNS(=O)(=O)c2ccc(-c3ccc(=O)[nH]n3)s2)cc1OC	0	12	-10	-4	1	-7	4	-5
CC12CCC(C(=O)NCc3ccco3)(OC1=O)C2(C)C (stereo unspecified)	-7	5	-3	5	14	23	5	1
Fc1ccc(CNC(=S)NCc2cccc(Cl)c2)cc1	3	6	-1	-16	9	19	14	5
O=C1C(Cl)=C(N2CCCCC2)C(=O)C(Cl)=C1c1cnc(N2CCCCC2)s1	-16	-41	14	11	-25	-16	70*	-26
O=S(=O)(c1ccccc1F)N(Cc1ccco1)Cc1nnc(-c2ccccc2Br)o1	6	x	10	6	x	x	9	x
CCc1cc(CNC(=O)c2ccc(OC)c(OC3CCN(C(C)C)CC3)c2)on1	8	-15	-2	14	-4	-3	-8	-4
CC1=C(C(=O)Nc2ccccc2)C(c2ccco2)NC(=S)N1 (stereo unspecified)	-7	11	4	13	7	2	-1	0
O=C(NC(Cc1c[nH]c2ccccc12)C(=O)O)c1ccc2c(c1)OCO2 (stereo unspecified)	1	8	-1	3	-5	-1	3	-2
COC(=O)c1ccc(CSc2n[nH]c(C)n2)o1	-4	6	6	-1	-8	-16	0	5
CCCCc1nnc(NC(=O)CCS(=O)(=O)c2ccc(C)cc2)s1	-8	6	-4	2	2	-2	8	5
COc1ccc2nc(SCC(=O)NCc3ccc(OC)c(OC)c3)[nH]c2c1	-5	22	1	3	15	-3	5	-7
CC(C)(C)OC(=O)NCCc1nnc(SCc2ccccc2)o1	-10	6	-7	-7	1	9	-7	-1
COc1cccc(NC(=O)COC(=O)CCS(=O)(=O)c2ccc(C)cc2)c1	-3	12	3	3	-8	6	-11	16
Cc1cc(C)nc(NC(=O)CSc2ccccn2)n1	2	-3	-6	5	9	-4	-11	-13
CC1CCCCC12NC(=O)N(CC(=O)NCC(=O)Nc1ccc(F)c(F)c1F)C2=O (stereo unspecified)	2	-23	2	-12	-9	13	8	-3
O=C1CC(Sc2ncccn2)C(=O)N1c1ccccc1 (stereo unspecified)	-10	14	-3	-3	-4	-4	12	3
CCNC(=S)NNC(=O)c1cc(C2CC2)nc2ccccc12	13	-9	12	-1	-13	23	19	-9
COc1ccc(-c2cccc(C(=O)Nc3ccc(C)cc3)c2)cc1	10	-14	-2	-1	2	-5	-2	-3
COc1ccccc1NC(=O)CC(=O)CSc1nnc(-c2ccc(C)cc2)n1-c1ccccc1	-6	4	8	3	0	10	-10	-14
Cc1cccc(OCCCC(=O)Nc2ccc(S(N)(=O)=O)cc2)c1C	3	-18	0	2	-4	2	31	12
Cc1ccc(S(=O)(=O)Nc2ccc(NC(=O)c3cccs3)cc2)cc1	4	17	-6	-17	-6	-4	6	2
COc1ccc(CNC(=O)NC2CCCCC2)cc1	-10	-28	-6	-24	-31	7	1	7
Cc1cc(S(=O)(=O)N2CCCc3ccccc32)ccc1-n1cnnn1	3	-4	3	15	9	6	-5	-3
CN1C(=O)NC(c2ccc(O)cc2)C2=C1CN(c1ccccc1)C2=O (stereo unspecified)	-9	21	3	-1	2	-1	12	-4
O=C(Nc1ccc(Cl)cc1)N1CC=CCC1	-7	-27	-4	-46	-20	15	-14	4
C/C(=N/NC(=O)c1ccc(Cn2cccn2)o1)c1cccc(NC(=O)c2ccncc2)c1	8	17	-7	-2	-5	1	7	3
O=C(Nc1cccc2ccccc12)N1CCOCC1	-12	-4	-15	5	19	-17	-22	-8
CCCCN(CCCC)S(=O)(=O)c1ccc(NC(=O)c2cccs2)cc1	9	-29	4	-3	12	-2	6	-10
CCN(C(=O)COC(=O)c1cc(-c2ccccc2)nn1-c1ccccc1)C1CCS(=O)(=O)C1 (stereo unspecified)	0	15	6	0	8	1	2	8
COc1ccccc1OCCC(=O)OCC(=O)Nc1ccc(S(=O)(=O)N2CCOCC2)cc1	-7	8	-16	-4	6	-13	4	-3
OCCN(Cc1ccccc1)C(=S)NC1CCCCC1	10	4	-9	3	-13	-7	3	1

7 entries already listed, ordered by the number in CCR6 antag, largest number first.
compound | EBI2 antag | 697 NFkB inh | CXCR6 block | Jurkat NFkB inh | APJ antagonist | CCR6 antag | UBC13 inh
CC1CCCCC12NC(=O)N(CC(=O)NCC(=O)Nc1ccc(F)c(F)c1F)C2=O (stereo unspecified) | 2 | -23 | 2 | -9 | 13 | 8 | -3
C/C(=N/NC(=O)c1ccc(Cn2cccn2)o1)c1cccc(NC(=O)c2ccncc2)c1 | 8 | 17 | -7 | -5 | 1 | 7 | 3
COc1ccccc1OCCC(=O)OCC(=O)Nc1ccc(S(=O)(=O)N2CCOCC2)cc1 | -7 | 8 | -16 | 6 | -13 | 4 | -3
Cc1cc(S(=O)(=O)N2CCCc3ccccc32)ccc1-n1cnnn1 | 3 | -4 | 3 | 9 | 6 | -5 | -3
COc1ccccc1NC(=O)CC(=O)CSc1nnc(-c2ccc(C)cc2)n1-c1ccccc1 | -6 | 4 | 8 | 0 | 10 | -10 | -14
Cc1cc(C)nc(NC(=O)CSc2ccccn2)n1 | 2 | -3 | -6 | 9 | -4 | -11 | -13
O=C(Nc1cccc2ccccc12)N1CCOCC1 | -12 | -4 | -15 | 19 | -17 | -22 | -8
